# S1P4 antag: S1P4 receptor antagonists, primary screen, cell-based | Sphingosine 1-phosphate receptor 4 (Homo sapiens), O95977 | S1P4-expressing cells, antagonist mode, reporter read-out | inhibition, % at 4.98 µM | hit rate 0.26% among 220,000; in the data active = inhibition above about 29%;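 also: 0% = wells stimulated with agonist and 100% = vehicle wells without agonist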
# TRPML3 agonist: human TRPML3 channel agonists, primary screen, cell-based, HEK293 TRPML3-YFP, Fluo-8 calcium fluorescence, 3 µM; Mucolipin-3 (Homo sapiens), Q8TDD5; 100% = the carbachol control signal; activation, % at 3 µM; hit rate 0.29% among 220,000; AID 1448, 2008;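 active = activation above its plate's cutoff, the mean activation of the plate's test wells plus 3 SD, cut at about 12% in these data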;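 also: 0% = DMSO only wells and 100% = carbachol wells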
# Target sequence (Q8TDD5 whole entry, looked up): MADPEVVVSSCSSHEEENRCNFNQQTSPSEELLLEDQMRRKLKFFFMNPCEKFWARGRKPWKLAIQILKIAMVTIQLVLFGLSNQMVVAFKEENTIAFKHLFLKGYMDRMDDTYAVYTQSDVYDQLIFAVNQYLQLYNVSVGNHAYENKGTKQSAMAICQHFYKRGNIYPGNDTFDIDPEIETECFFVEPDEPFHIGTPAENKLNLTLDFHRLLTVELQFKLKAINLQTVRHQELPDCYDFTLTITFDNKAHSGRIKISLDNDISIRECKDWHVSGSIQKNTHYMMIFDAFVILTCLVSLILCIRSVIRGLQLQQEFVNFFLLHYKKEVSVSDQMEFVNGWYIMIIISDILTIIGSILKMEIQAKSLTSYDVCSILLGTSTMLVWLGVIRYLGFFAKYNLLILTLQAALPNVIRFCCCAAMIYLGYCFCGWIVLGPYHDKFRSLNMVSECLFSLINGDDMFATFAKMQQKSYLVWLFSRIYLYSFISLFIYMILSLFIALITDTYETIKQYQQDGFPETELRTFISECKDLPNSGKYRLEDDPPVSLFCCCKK
#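 Test system: HEK293 cells stably carrying human TRPML3-YFP; Doses: single dose, 3 µM final nominal compound, 0.3% DMSO final; Schedule: dye loading 1 h 37 °C then 30 min ambient, 125 s read; Technique: Fluo-8 calcium fluorescence; Benchmarks: high control carbachol 87 µM, low control DMSO.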
# NPY Y1 blocker: NPY-Y1 receptor antagonists, primary screen, cell-based; AID 1040, 2008; HEK293-CNG Y1 cells, membrane potential fluorescence; NPY at EC95, then isoproterenol; Neuropeptide Y receptor type 1 (Homo sapiens), P25929; inhibition, % at 3.6 µM; hit rate 1% among 200,000;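 active = inhibition above the campaign mean inhibition of all tested compounds plus 3 SD, cut at about 20% in these data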;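 also: 0% = DMSO wells given NPY plus isoproterenol and 100% = isoproterenol alone without NPY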
#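 Test system – HEK293 Y1/CNG channel cell line · Also added – NPY agonist 25 nM, then isoproterenol 1 µM plus Ro 20-1724 25 µM · Compound dosing – one concentration, 3.6 µM, in 0.4% DMSO · Schedule – compound incubation 1 h at room temperature, readout 45 min post-stimulation · Technique – fluorescence, membrane potential probe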
# EP2 mod: EP2 receptor modulators, cAMP readout, primary screen, cell-based, HTRF cAMP, PGE2 stimulation; hit rate 0.83% among 260,000; AID 940, 2007; induction, % at 25 µM; EP2-expressing cells, cAMP HTRF FRET, PGE2 co-stimulation; Prostaglandin E2 receptor EP2 subtype (Homo sapiens), P43116;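 active = compounds whose cAMP rise, as percent of the full-agonist control response, exceeds 60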;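 also: rat C6 glioma line stably carrying human EP2 under a CMV promoter; the protocol text gives 20 µM as final concentration; 100% = response of wells given 1 µM PGE2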
# CHOP inh: inhibitors of CHOP promoter induction, primary screen, cell-based, unfolded protein response, luciferase reporter; CHO-K1 CHOP-promoter luciferase, tunicamycin-induced, 15-18 h; inhibition, % at 10 µM; hit rate 3.8% among 220,000; AID 2732, 2010;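 active = compounds that reduced the stress-induced luciferase reporter signal by more than about 70% of percent inhibition, limit read from the data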;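 also: 0% = tunicamycin plus vehicle and 100% = wells without tunicamycin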
# NPY-Y1 PAM-ag: NPY-Y1 receptor potentiators or agonists, primary screen, cell-based; activation, % at 3.6 µM; Neuropeptide Y receptor type 1 (Homo sapiens), P25929; hit rate 0.37% among 220,000; NPY-Y1 expressing cells, potentiator/agonist activation; AID 1304, 2008; in the data active = activation above about 33%, passing the limit was not always enough;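 also: cells stimulated with NPY at EC10 then isoproterenol at EC100; 0% = low agonist plus stimulus and 100% = saturating agonist plus stimulus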
# NPY-Y2 PAM-ag: NPY-Y2 potentiators or agonists, primary screen, cell-based | Neuropeptide Y receptor type 2 (Homo sapiens), P49146 | cells expressing NPY-Y2, potentiator/agonist read-out | activation, % at 3.6 µM | hit rate 0.45% among 220,000; in the data active = activation above about 27%;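 also: cells stimulated with NPY near EC25 plus isoproterenol at EC100; 0% = vehicle plus submaximal agonist and 100% = vehicle plus saturating agonist; some results beyond the cut were filed as inactive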
# Target sequence (P49146 whole entry, looked up): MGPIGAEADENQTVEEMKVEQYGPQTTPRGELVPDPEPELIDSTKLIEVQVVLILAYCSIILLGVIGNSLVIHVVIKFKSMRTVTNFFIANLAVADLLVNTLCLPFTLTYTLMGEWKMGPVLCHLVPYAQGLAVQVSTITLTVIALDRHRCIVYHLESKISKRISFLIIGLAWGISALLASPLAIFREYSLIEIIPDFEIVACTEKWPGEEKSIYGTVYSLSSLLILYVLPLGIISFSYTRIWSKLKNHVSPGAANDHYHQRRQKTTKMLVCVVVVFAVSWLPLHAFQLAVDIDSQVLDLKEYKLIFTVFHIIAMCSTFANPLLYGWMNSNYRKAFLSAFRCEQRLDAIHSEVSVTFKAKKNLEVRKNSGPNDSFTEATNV
# S1P4 ag: S1P4 receptor agonists, primary screen, cell-based. Sphingosine 1-phosphate receptor 4 (Homo sapiens), O95977. S1P4-expressing cell line, agonist reporter assay. activation, % at 4.98 µM. hit rate 0.35% among 220,000. AID 1509, 2009; in the data active = activation above about 11%;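 also: 0% = DMSO vehicle and 100% = reference agonist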
# TRPN1 ag: zebrafish TRPN1 channel agonists, primary screen, cell-based, HEK293, calcium fluorescence; transient receptor potential cation channel N1 (TRPN1/NompC), Danio rerio; activation, % at 3 µM; HEK293 zebrafish TRPN1-YFP, Fluo-8 calcium fluorescence; 100% = response to 87 µM carbachol; hit rate 0.18% among 220,000; AID 1424, 2008;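 active = activation above its plate's cutoff, the mean activation of test wells on that plate plus 3 SD, cut at about 19% in these data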;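 also: 0% = DMSO alone and 100% = 87 µM carbachol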
#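 Material: zebrafish TRPN1-YFP in HEK293 cells; Doses: single test compound dose, 3 µM nominal, 0.3% DMSO; Timing: dye loading 1 h at 37 °C, then 30 min room temperature; Technique: intracellular calcium fluorescence with Fluo-8; Benchmarks: high carbachol 87 µM, low DMSO alone.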
# An asterisk follows results filed as active; . = not tested or not shown; & = joins results of further samples.
SMILES,S1P4 antag,TRPML3 agonist,NPY Y1 blocker,EP2 mod,CHOP inh,NPY-Y1 PAM-ag,NPY-Y2 PAM-ag,S1P4 ag,TRPN1 ag
CCOc1ccc(CN(C)CC(=O)NCc2ccccc2Cl)cc1,-15,-0.6,8,-36,16,-2,3,2.3,-1.1
Cc1cc(N2CCN(C)CC2)nc(N2CCOCC2)n1,-25,1.6,1,5,23,-12,-14,1.2,1.6
CCS(=O)(=O)N1CCCC(C(=O)NCCCOC(C)C)C1 (configuration not stated),-21,1.1,2,15,45,-8,2,0.6,0.2
CCCC12CN3CC(CCC)(CN(C1)C3C(O)C(O)C(O)CO)C2=O (configuration not stated),4,1.1,3,2,15,-17,4,1.6,0.7
Cn1c(C(=O)N2COCC2(C)C)cc2c(=O)n3ccccc3nc21,-4,0.0,0,31,-1,-18,-2,2.5,-1.3
CCOc1ccc(S(=O)(=O)N/N=C2/CCCC(=O)C2)cc1,-1,0.2,8,-4,-3,15,10,0.0,-0.7
CCC(C)n1c(SCC(=O)NCCc2ccc(S(N)(=O)=O)cc2)nc2ccsc2c1=O (configuration not stated),3,0.1,4,31,-8,8,2,0.6,0.2
CCCCC1(CC(=O)OC)C(=O)N(c2ccccc2)N(c2ccccc2)C1=O,-3,-0.4,9,34,15,4,2,-3.1,-1.4
COc1cccc(CN2C(=O)CN(C3CCCCC3)C(=O)C2c2ccc(F)cc2)c1 (configuration not stated),-6,1.7,10,11,18,-9,15,0.8,0.9
Cc1cccc(CCNC(=O)COc2cc(=O)n(C)c3ccccc23)c1,-6,-0.4,4,-13,12,-7,-8,0.6,-0.1
O=C(NC1(C(F)(F)F)C(=O)Nc2c1c(=O)[nH]c(=O)n2Cc1ccco1)C1CCCCC1 (configuration not stated),-5,0.2,0,19,-17,0,0,-2.6,0.3
Cc1nc(C#N)c(N/N=C/c2c(F)cccc2Cl)o1,7,0.3,1,11,15,-20,-11,1.4,-1.1
Cc1ccc(N2/C(=N/c3nc(C)cc(C)n3)NC(=O)CC2C(=O)O)cc1 (configuration not stated),0,0.0,3,-1,-15,-22,-3,1.8,-0.3
O=C(CSc1nnc(-c2ccc(Cl)cc2)n1Cc1ccco1)c1cccs1,6,-0.2,9,70*,26,-4,-7,0.6,-1.3
COC(=O)C1CCCN1C(=O)COc1ccc(Cl)cc1Br (configuration not stated),-14,0.5,0,8,-20,-10,-1,0.0,-1.2
COC(=O)NCC1(C)CC(NC(=O)OC)CC(C)(C)C1 (configuration not stated),-9,0.5,3,-11,-12,4,4,2.6,0.8
Cn1cc(CN2CCc3ccccc3C2)c2ccccc21,3,0.0,5,6,11,-18,-11,1.2,0.1
Cn1c(=O)c2c(ncn2CCC(=O)N/N=C/c2ccccc2)n(C)c1=O,5,-0.3,.,-1,12,-22,8,0.4,0.8
CC(C)OC(=O)/C(=C/c1ccc(Br)cc1)NC(=O)c1ccco1,-8,0.0,3,23,-19,-1,8,0.7,-0.8
O=C(Nc1ccccc1C(=O)NCCCn1ccnc1)c1ccc(Cl)cc1Cl,0,0.7,5,21,4,-10,-7,-1.6,0.8
CS(=O)(=O)N(CC(=O)NCCSC1CCCCC1)c1ccccc1,-14,0.1,-1,-28,28,1,1,0.1,1.6
C=CCN1C(=O)C(CC(=O)Nc2ccc(C)cc2)SC1=Nc1c(C)n(C)n(-c2ccccc2)c1=O (configuration not stated),-7,0.3,3,17,-5,2,2,-3.3,-0.8
CCC1(CC)NC(=S)N(Nc2ccccc2)C1=O,-8,0.1,2,-1,-20,1,-10,1.8,-1.1
CC(=O)C1C(=O)c2c(cccc2[N+](=O)[O-])C1=Nc1ccccc1C (configuration not stated),-5,0.8,1,38,43,-29,-12,-2.4,-0.7
O=C(Cn1cnc2ccccc21)Nc1ccc(SC(F)F)cc1,-15,4.4,-3,-89,51,11,23,1.8,9.5
CCCOc1ccc(N2C(=O)CC(N3CCCC(C(=O)N4CCCC4)C3)C2=O)cc1 (configuration not stated),-22,-0.1,2,21,4,1,5,-0.8,1.0
O=C(Cn1nc(Cc2cccnc2)c2ccccc2c1=O)NCc1ccc2c(c1)OCO2,-38,-0.4,-3,23,0,-10,-4,2.5,-0.3
CC(CCc1ccccc1)NC(=O)CN1CCN(c2ccc(O)cc2)CC1 (configuration not stated),-13,0.3,-5,-25,-4,15,6,0.1,-0.9
Cc1ccc(NC(=O)C2=CCN(S(=O)(=O)c3ccc(F)cc3)CC2)c(C)c1,5,0.5,7,-9,-11,-7,11,-0.6,-0.4
Cc1ccc(C#CC[N+]2(C)CCCCC2)cc1,-2,1.1,.,7,1,-2,-6,0.2,0.9
CCCOc1ccc2cc(-c3ccccn3)c(=O)oc2c1,-4,0.2,5,26,71*,-1,3,1.4,0.2
COc1ccc2c(c1)Sc1ccccc1N2CCN(C)C,0,0.7,0,-9,.,20,14,-0.4,-0.2
C#CC[N+]1(CC#Cc2ccc(C#CC[N+]3(CC#C)CCOCC3)cc2)CCOCC1,-15,-0.6,1,-8&10,-11,1,-7,-0.7,-1.1
COc1ccccc1Cn1c(=O)c2ccccc2n2c(SCc3csc(C)n3)nnc12,-19,0.6,5,6,14,13,7,1.1,0.1
COc1ccccc1N1CCN(/N=C\c2ccc(C)o2)CC1,5,-0.5,-6,5,-18,-8,-2,1.3,0.2
CN(C)c1ccc(-c2nnc(SCC3CCCO3)n2C)cc1 (configuration not stated),-19,0.5,6,21,9,13,13,0.2,0.1
COc1ccc(/C(C)=N/N=C2/NC(=O)CC(C(=O)O)S2)cc1 (configuration not stated),-8,0.7,3,10,-5,-29,-9,0.3,-0.8
COc1cc(C)c(CN2CCCCC2CO)cc1C (configuration not stated),14,1.3,0,0,0,-37,-17,0.6,2.0
O=C(OCc1nnc(-c2ccccc2)o1)c1ccc(Cl)cc1,-4,-0.3,10,-12,42,8,-16,1.3,-0.6
CCOC(=O)c1c(NC(=S)N2CCN(C)CC2)sc2c1CCN(C(=O)OCC)C2,14,0.5,.,32,-4,-43,-21,1.1,0.2
COc1ccc(/C=C\C(=O)NCC(=O)N/N=C/c2ccc(O)cc2O)cc1,1,0.3,.,-33,27,-17,0,0.5,-0.5
Cc1cccn2c(=O)c(/C=C3\SC(=S)NC3=O)c(NCCCN3CCOCC3)nc12,-3,7.6,.,-14,9,4,-36,-0.1,13
CC1CCC(NC(=O)C2c3ccccc3C(=O)N2Cc2ccc3c(c2)OCO3)CC1 (configuration not stated),-10,0.4,7,3,16,-15,-13,1.3,0.2
COc1cc(/C=C(\C#N)C(=O)N2CCOCC2)ccc1OCc1ccccc1,-15,1.5,1,-35,-46,-10,10,1.1,0.8
CCN(CC)S(=O)(=O)c1ccc2[nH]c(=O)cc(C(=O)Nc3ccc(C)cc3)c2c1,-7,-0.1,0,-2,3,4,1,0.6,-0.2
Cc1ccc(C(O)P(=O)(OC(C)C)c2ccc(N(C)C)cc2)cc1 (configuration not stated),-24,0.4,.,3,22,3,-3,0.7,3.1
CCC(C)NC(=O)Nc1ccccc1C (configuration not stated),-12,0.6,4,20,-9,15,7,2.0,-0.5
Nc1ccccc1SC1CC(=O)N(Cc2ccccc2)C1=O (configuration not stated),-2,0.5,2,9,4,5,8,1.0,-0.1
CCOc1cc(C2C(C(=O)c3ccc(C)cc3)=C(C(=O)OC)Nc3nnnn32)ccc1O (configuration not stated),-5,0.2,-2,22,11,5,-12,2.2,0.3
CC1(C)Cc2c(sc(NC(=O)c3ccc4ncsc4c3)c2C(N)=O)C(C)(C)N1,-9,0.4,-2,-38,-29,14,10,0.6,-0.5
COc1ccc(CC(=O)c2ccc(O)cc2O)cc1,-1,0.3,.,0&-6,-23,4,-14,0.2,0.8
CCCCCNCc1cccn1C,-6,0.4,-5,-11,-4,7,-2,0.9,-0.6
Cc1nc(NCCc2ccccc2F)c(C#N)c(C)c1[N+](=O)[O-],-11,-0.8,29*,31,60,-15,-6,-0.9,-0.5
Cc1cc(C)n2nc(SC3CCCCN(C(=O)c4ccc(F)cc4)C3=O)nc2n1 (configuration not stated),-11,0.8,-8,27,18,-1,1,0.7,0.4
CC(C)(C)c1nc2ccccc2c(=O)n1N1C(=O)c2ccccc2C1=O,-8,0.2,-3,65*,71*,24,5,2.0,-0.9
COC(=O)c1c(NC(=O)CSc2nc3nc(C)cc(C)n3n2)sc(C)c1C,-19,1.2,-4,21,32,-19,18,0.4,1.4
Cc1c(Cl)cccc1NC(=O)COC(=O)CN1C(=O)NC(C)(C)C1=O,-5,0.8,.,7,-6,-4,-4,0.4,1.6
CCn1c(NN)nc2sc3c(c2c1=O)CCC3,-21,-0.3,1,24,6,-6,22,0.3,-0.2
COc1cc(OC)c2c(OC)cccc2n1,-28,0.5,2,-3,-10,1,5,3.1,0.5
COC(=O)c1ccc(CSc2nnc3c(n2)[nH]c2ccccc23)cc1,1,0.7,.,-6,7,-4,5,3.3,1.3
COC(=O)c1[nH]c2ccccc2c1NC(=O)CN1CCN(Cc2ccc3c(c2)OCO3)CC1,-16,0.9,-4,-1,20,-37,3,1.1,2.6
CCC(C)(C)NC(=O)CN(C(=O)c1snc(C(N)=O)c1N)c1ccc2c(c1)OCCO2,-19,0.7,-1,21,8,2,-14,0.3,1.8

# Arranged by SMILES length (rising): four of the compounds above
SMILES,S1P4 antag,TRPML3 agonist,NPY Y1 blocker,EP2 mod,CHOP inh,NPY-Y1 PAM-ag,NPY-Y2 PAM-ag,S1P4 ag,TRPN1 ag
COc1cc(OC)c2c(OC)cccc2n1,-28,0.5,2,-3,-10,1,5,3.1,0.5
CCn1c(NN)nc2sc3c(c2c1=O)CCC3,-21,-0.3,1,24,6,-6,22,0.3,-0.2
COc1ccc(CC(=O)c2ccc(O)cc2O)cc1,-1,0.3,.,0&-6,-23,4,-14,0.2,0.8
CC1(C)Cc2c(sc(NC(=O)c3ccc4ncsc4c3)c2C(N)=O)C(C)(C)N1,-9,0.4,-2,-38,-29,14,10,0.6,-0.5

# Compound activity: PubChem BioAssay, several laboratories
